High-throughput results from PubChem.
Dynein cargo inh: dynein cargo transport inhibition; z-score, hits read low; actives 0.47% (n = 220,000); AID 1381; 3617.4 mouse cells, GR-EGFP nuclear translocation imaging; test concentration mostly 20 µM; stimulated with dexamethasone, 1 µM; stronger effect = lower value;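 active means plate z-score of nuclear minus cytoplasmic receptor signal below a set negative limit, without overly bright fluorescence or cell loss, cut at about -3.5 in these data, passing the limit was not always enough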;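 further: z-score of nuclear minus cytoplasmic ring GR-EGFP intensity difference per well; some compounds called inactive have numbers as strong as hits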
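Schedule: 48 h induction, then 1 h compound, then 30 min agonist, 37 °C. Buffer or medium: tetracycline-free induction medium containing charcoal-stripped FBS. Reagent: 1.0 µM final dexamethasone stimulus. Evaluation: nuclear versus cytoplasmic GR-EGFP signal, averaged per well. Signal: high-content fluorescence imaging after fixation.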
HIV fusion peptide: cell-free HIV fusion peptide-binding blockers – biochemical, uHTS, fluorescence dequenching, primary screen (AID 1986) | actives 0.3% (n = 290,000) | cell-free peptide binding, fluorescence dequenching, 30 min; higher % means a stronger effect | inhibition, % at 20 µM, or IC50 in µM where a hit was titrated; in the data active means inhibition mostly above about 52%, no sharp cut-off; inactive means mostly below about 76%; further: some results filed as inactive read as strong as hits
Autophagy mod: autophagy modulation, high-content screen. AID 463193. MEF GFP-LC3 puncta imaging; test concentration mostly 10 µM. actives 0.98% (n = 190,000). calls only at 10 µM (by protocol);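 active means percentage of spot-positive cells more than 3 SD above its plate mean, without a fluorescence outlier flag or 80% toxicity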;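 further: spot-positive cell cutoff set from DMSO-treated cells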
Yfh1-depleted yeast: mitochondrial function rescue without frataxin homolog – Friedreich's ataxia, plus single-dose screen, dose response (AID 1465) | fold induction at 50 µM, or EC50 in µM where a hit was titrated | S. cerevisiae Yfh1-off respiration, WST-1 reduction, 72 h; higher fold induction means a stronger effect | actives 0.074% (n = 220,000);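 active means fold induction of absorbance versus untreated yeast above a set limit, then at least 30% activation at any dose in follow-up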;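 further: activators that raise dye reduction in frataxin-depleted yeast; strong numbers were not always called active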
Ins promoter up: MIN6 insulin promoter up-regulation; AID 1625; z-score at 5 µM; actives 0.3% (n = 190,000); MIN6 insulin promoter-GFP reporter, high-content imaging; stronger effect = higher value;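 active means z-score above 3 at 5 µM with at least 500 cells counted in the well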
WT yeast gro inh: growth inhibition of WT yeast, mitochondrial fusion screen; inhibition, % at 10 µM; actives 2.1% (n = 190,000); mitochondrial fusion phenotypic screen, WT strain; in the data active means inhibition above about 58%; tested in S. cerevisiae
AID2073: disruptors of CaV2.2 binding to Mint1 – biochemical, HTRF (AID 2073). HTRF protein-protein interaction, Mint1-CaV2.2; higher % means a stronger effect. one-dose inhibition, % at 20 µM; IC50 in µM for titrated hits. actives 0.19% (n = 290,000); in the data active means inhibition mostly above about 51%, no sharp cut-off; further: some results filed as inactive read as strong as hits
MT stabilizer: microtubule stabilization, imaging screen. AID 2205. HeLa tubulin immunostaining HCS, 24 h; share of cells brighter than vehicle mean+2SD. actives 0.83% (n = 200,000). % tubulin-high responders, % at 10 µM;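 active means plate Z-score above 3 for both tubulin-high and condensed-nucleus cell shares, with cell loss under 80%, at 10 µM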;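 further: anti alpha tubulin signal scored within the nucleus-defined area of each cell; some results filed as inactive read as strong as hits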
b-catenin transl: modulators of beta-catenin nuclear translocation; actives 0.3% (n = 190,000); AID 1665; HeLa beta-catenin nuclear translocation, immunofluorescence imaging; nuclear translocation activity, % at 5 µM;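 active means nuclear translocation activity above 50% at 5 µM, with a well cell count of 50 or more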;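 further: per-cell ratio of nuclear to cytoplasmic median beta-catenin stain intensity; plate controls were DMSO negative control for no effect and GSK-3 inhibitor IX positive control for full effect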
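Test system: human HeLa cells, native beta-catenin. Compound dosing: 5 µM primary single dose, 0.1% DMSO, 0.02–20 µM confirmation series. Incubation: compound exposure 24 h at 37°C. Detection: beta-catenin immunostaining with DAPI counterstain, 20x imaging, 6 fields/well. Read-out basis: Nuclear/cytoplasmic beta-catenin signal ratio, % activation.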
WT yeast gro inh mutant strain: second read-out of WT yeast gro inh, no call of its own (marks repeat the call); inhibition, %; mitochondrial fusion phenotypic screen, mutant strain inhibition
Dynein cargo inh cytoplasmic EGFP: recorded beside Dynein cargo inh, whose call it bears; z-score; measured here: cytoplasmic GR-EGFP intensity; stronger effect = higher value
Dynein cargo inh nuclear GR-EGFP: second read-out of Dynein cargo inh, no call of its own (marks repeat the call); z-score; measured here: nuclear GR-EGFP intensity;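 lower value marks the stronger effect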
Dynein cargo inh cell count: recorded beside Dynein cargo inh, whose call it bears; z-score; measured here: cell count per field
Ins promoter up cell count: second read-out of Ins promoter up, no call of its own (marks repeat the call); cell count; measured here: cytotoxicity, nuclei count;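 total cells summed across four imaged fields per well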
b-catenin transl cell count 5 µM: second read-out of b-catenin transl, no call of its own (marks repeat the call); cell count; measured here: cell count, cytotoxicity flag
MT stabilizer Hoechst-high %: also measured in MT stabilizer; calls as there; % Hoechst-high responders; measured here: nuclear condensation Hoechst responders;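 share of cells brighter than vehicle mean plus two SD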
MT stabilizer cytotoxicity %: also measured in MT stabilizer; calls as there; toxicity, %; measured here: cytotoxicity by cell density;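 0% = mean cell density of plate MIN control wells and 100% = no cells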
Autophagy mod cell loss 18 h: recorded beside Autophagy mod, whose call it bears; toxicity, %; measured here: cell loss, nuclei count;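 cell loss after 18 h compound exposure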
An asterisk follows results filed as active; i = inactive; · = not tested or not shown. Hits appear at their usual frequency (roughly 4.2% active in at least one column).

nr	compound	WT yeast gro inh mutant strain	Dynein cargo inh cytoplasmic EGFP	b-catenin transl cell count 5 µM	HIV fusion peptide	Autophagy mod cell loss 18 h	Ins promoter up cell count	MT stabilizer Hoechst-high %	Dynein cargo inh nuclear GR-EGFP	WT yeast gro inh	Autophagy mod	b-catenin transl	AID2073	Yfh1-depleted yeast	Dynein cargo inh	Dynein cargo inh cell count	Ins promoter up	MT stabilizer	MT stabilizer cytotoxicity %
1	COc1ccc(-c2nnc3ccc(SCC(=O)NCc4ccco4)nn23)cc1	14	-0.32	875	-3.8%	-16	1566	2.3	0.095	10	i	-1.9	12%	i	-0.13	-0.12	0.97	4.6	1.5
2	Cc1ccc(-c2c(C#N)c(N)nc3c2CCCCC3)cc1	10	-0.19	·	-1.3%	-2	921	1.7	-0.24	4	i	·	19%	i	-0.17	0.64	-0.77	1.3	18
3	O=C(NNC(=O)c1ccccc1-c1ccccc1C(=O)O)c1cccc([N+](=O)[O-])c1	-11	-0.23	872	0.8%	-6	1388	2.5	0.13	-5	i	-0.1	2%	i	0.1	-0.2	0.02	3.5	6.7
4	CC(C)OC(=O)CSc1nc(N)c(C#N)c(-c2cccs2)c1C#N	2	-0.029	998	-0.9%	11	1287	1.6	1.8	12	i	-5.8	20%	i	3.5	-2	0.35	3.2	10
5	Cc1cccnc1NC(=O)c1ccccc1NC(=O)C(C)(C)C	10	-0.21	1121	0.7%	-6	1205	1.9	0.2	-7	i	-5.2	0%	i	0.62	0.31	0.26	4.9	2.9
6	CC(=O)Nc1c(C(=O)NCc2ccccc2)nnn1Cc1ccccc1	·	-0.34	1353	3.3%	28	1576	2.3	-0.61	·	i	0.5	43%	i	-1.4	0.27	0.2	3.8	10
7	COc1ccc(-c2cc(C(=O)Nc3cc(C)nn3-c3ccccc3)no2)cc1OC	11	-0.32	1073	3.0%	10	1268	2.2	0.23	23	i	-1.9	1%	i	-0.93	0.58	-0.53	2.2	8.4
8	CCOc1ccc(NS(=O)(=O)c2ccc(OCC)c3ncccc23)cc1	-2	-0.26	1141	-1.4%	18	818	32*	-0.41	10	i	-0.8	-1%	i	-0.57	0.91	0.47	44*	37*
9	O=C(Cn1ccc2ccccc2c1=O)NCC1COc2ccccc2O1 (stereo not drawn)	17	-9.8e-05	1061	0.0%	-27	1904	1.3	1.5	-12	i	3.2	4%	i	1.4	-0.036	0.37	2.3	9.0
10	CCOc1cc(CNc2ccccc2)cc(Br)c1OCC(=O)NC(C)(C)C	-6	-0.088	1348	0.7%	21	1640	0.9	0.65	47	i	-1.5	-3%	i	0.26	0.49	0.2	1.6	6.0
11	CC1=NN(C(=O)c2ccoc2C)C(O)(C(F)(F)F)C1 (stereo not drawn)	·	-0.3	1049	-2.4%	·	1538	·	-0.098	·	·	-1.2	-16%	i	0.66	0.23	0.13	·	·
12	COC(=O)C1=C(C)N(Cc2ccccc2)C(=O)/C1=C\c1ccco1	·	-0.14	1279	3.9%	·	1133	·	0.4	·	·	2.1	-2%	i	0.46	-0.46	-0.15	·	·
13	CCCCCC(=O)Nc1nc(C)c(-c2csc(Nc3cc(Cl)ccc3C)n2)s1	0	-0.19	1473	-1.4%	-34	1182	2.1	0.52	-9	i	2.9	8%	i	0.24	-0.45	-0.83	2.9	6.3
14	CCOc1ccc(NC(=O)c2cccc3c2C(=O)N(Cc2cccnc2)C3)cc1	9	-0.18	1082	0.6%	-1	1877	3.6	0.36	10	i	-0.7	-1%	i	-0.39	0.24	1	4.3	1.9
15	O=C(Cc1nnc(NC(=O)Nc2ccccc2F)s1)NCc1ccccc1	·	-0.15	1374	0.7%	·	·	·	0.67	·	·	-0.5	7%	·	0.25	1.1	·	·	·
16	Brc1c(CSc2nncn2-c2ccccc2)nc2ncccn12	-14	-0.21	623	-1.4%	1	1020	2.8	-0.18	-15	i	-0.4	17%	i	-0.62	0.55	0.01	7.1	12
17	O=C(CN1CCOCC1)Nc1nc2ccc(Br)cc2s1	-35	-0.21	1179	-1.0%	3	769	3.1	0.19	22	i	-1.2	-37%	i	0.11	1	1.2	3.3	1.6
18	COCCn1c(C)cc(C2=NNC(=Nc3ccc(OC)cc3)SC2)c1C	1	0.011	1225	10%	5	1442	1.9	0.42	2	i	-1.0	4%	i	0.23	-0.0025	0.93	3.3	10
19	COc1cccc(NC(=O)N2CCCC(C(=O)NCc3ccc(F)cc3)C2)c1 (stereo not drawn)	8	-0.16	1043	2.2%	-1	·	1.9	0.35	-18	i	-1.6	2%	i	0.93	-0.013	·	4.1	6.6
20	Cc1onc(-c2ccccc2)c1-c1nc2ccccc2c(=O)o1	7	-0.019	1237	1.9%	-12	·	1.2	0.26	4	i	-6.8	-8%	i	-0.2	0.18	·	1.9	5.8
21	COc1cccc(-c2nc(CS(=O)CC(=O)NC3CC3)c(C)o2)c1 (stereo not drawn)	1	-0.18	·	0.8%	5	800	2.4	0.24	-17	i	·	12%	i	0.026	0.037	1.1	6.8	2.8
22	CCOc1ccc(-c2n[nH]c(C(=O)NN)c2C)cc1	19	-0.26	538	-1.0%	-4	1281	1.2	0.69	8	i	0.3	7%	i	1.1	-0.5	0.02	2.5	3.3
23	CCCCNCCCOc1ccc(C)cc1Br	27	-0.31	1035	-0.4%	5	·	1.2	-0.25	20	i	-0.1	-19%	i	-0.46	0.93	·	2.6	6.3
24	CCOC(=O)N1CCN(C(=O)CSc2ccc(-c3ccccc3)nn2)CC1	1	-0.31	1157	-2.2%	11	·	1.4	0.19	-1	i	-3.3	-6%	i	0.14	0.47	·	8.3	7.1
25	CC(=O)N[C@@H](Cc1c[nH]c2ccccc12)C(=O)OCC(=O)Nc1ccc(S(=O)(=O)N(C)C)cc1	8	-0.19	1017	-0.2%	1	1617	1.3	-0.36	-7	i	-2.0	6%	i	-0.87	0.55	0.65	3.6	4.9

Some of these compounds in order of the HIV fusion peptide value, smallest number first.
entry | SMILES | HIV fusion peptide
25 | CC(=O)N[C@@H](Cc1c[nH]c2ccccc12)C(=O)OCC(=O)Nc1ccc(S(=O)(=O)N(C)C)cc1 | -0.2%
3 | O=C(NNC(=O)c1ccccc1-c1ccccc1C(=O)O)c1cccc([N+](=O)[O-])c1 | 0.8%
12 | COC(=O)C1=C(C)N(Cc2ccccc2)C(=O)/C1=C\c1ccco1 | 3.9%

Next section
nr	compound	WT yeast gro inh mutant strain	Dynein cargo inh cytoplasmic EGFP	b-catenin transl cell count 5 µM	HIV fusion peptide	Autophagy mod cell loss 18 h	Ins promoter up cell count	MT stabilizer Hoechst-high %	Dynein cargo inh nuclear GR-EGFP	WT yeast gro inh	Autophagy mod	b-catenin transl	AID2073	Yfh1-depleted yeast	Dynein cargo inh	Dynein cargo inh cell count	Ins promoter up	MT stabilizer	MT stabilizer cytotoxicity %
26	CCn1c(NC(=O)C(C)C)c2ccccc2nc1=O	9	0.16	726	-0.7%	-6	1599	4.2	0.94	7	i	3.9	-5%	i	0.16	-0.38	-0.78	6.4	3.9
27	Cc1nc2cc(C(F)(F)F)ccc2n1C1CCN(CC(=O)N2CCCC2)CC1	9	0.59	1065	-0.5%	16	1476	0.9	2.3	14	i	0.0	-7%	i	1.8	-2.5	0.02	1.2	4.1
28	CCOc1ccc(NC(=S)NCc2ccc3c(c2)OCO3)cc1	·	-0.14	1299	-1.3%	·	935	·	1.1	·	·	1.4	9%	i	0.77	-0.83	-0.03	·	·
29	Cc1nc(NC(=O)C23CC4CC(CC(C4)C2)C3)sc1Cc1ccc2c(c1)OCO2	-3	-0.24	1142	-2.2%	3	1586	2.9	-0.18	36	i	0.8	-2%	i	0.052	0.26	-0.54	4.8	13
30	COc1ccc(N2CCN(CCNC(=O)C3CC(=O)N(C4CCCC4)C3)CC2)cc1 (stereo not drawn)	-8	-0.2	1369	2.1%	9	1587	1.8	1	-12	i	-1.3	2%	i	2.1	-1.2	0.01	2.1	3.2
31	CC(=O)N1CCN(C(=O)c2ccc(Oc3ccccc3)cc2)CC1	8	-0.29	1078	1.9%	7	1243	2.0	0.8	17	i	1.0	-1%	i	-0.038	-1.4	-0.47	1.4	4.5
32	Cc1cccc(NC(=O)CSc2nsc(SCC(=O)Nc3cccc(C)c3)c2C#N)c1	7	0.07	1131	-0.6%	9	1361	2.6	0.36	12	i	-1.0	10%	i	-0.13	-0.47	1.3	1.6	5.9
33	COc1cc(OC)cc(C(=O)Nc2ccc(S(=O)(=O)Nc3cc(C)nc(C)n3)cc2)c1	-4	0.044	1164	3.7%	-4	759	1.0	-0.13	-13	i	-6.2	15%	·	-0.13	0.25	2	1.3	12
34	Cc1cccc(NC(=S)NNc2ncc(C(F)(F)F)cc2Cl)c1	-6	-0.18	1000	-0.2%	-5	·	2.8	0.5	4	i	0.0	-10%	i	0.58	-1.2	·	4.3	6.3
35	Cc1c(C=N)c(O)n(C)c(=O)c1C#N	·	-0.24	1329	1.2%	·	1037	·	-0.27	·	·	0.1	-16%	i	-0.68	0.45	-0.26	·	·
36	O=C(c1ccccc1F)N1CCN(S(=O)(=O)c2ccc(S(=O)(=O)N3CCCCC3)cc2)CC1	11	-0.33	1056	1.7%	-11	1183	3.1	0.079	3	i	1.1	18%	i	0.057	0.11	-0.46	4.1	7.4
37	COc1ccccc1CN1C[C@@H]2C[C@@H](c3[nH]c4ccc(C)cc4c3C)N3CCC[C@@]23C1=O	-1	-0.31	1401	0.6%	-5	1501	1.8	-0.82	25	i	0.4	0%	i	-0.67	1.2	-0.03	2.9	4.7
38	CCn1c(SCC(N)=O)nnc1-c1ccc(OC)c(OC)c1	12	-0.16	1014	-3.3%	7	1314	1.2	1.7	-31	i	-6.0	10%	i	3	-1.9	0.6	1.1	8.5
